# Assay outcomes as filed in PubChem BioAssay.
# ERK EGF block – blocks ERK signaling stimulated by EGF | HEK293-V1b, EGF-stimulated phospho-ERK AlphaScreen | Potency, µM (doses to about 11.5 µM), inactives show at the top dose activity change, negative = inhibition, usual class: inhibitors | actives 0.41% (n = 130,000) | AID 1454; active = well fitted inhibition curve with a large enough effect; inconclusive = small, poorly fitted or top-dose-only effect, or effect the other way;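 also: plate controls were stimulated vehicle wells for no effect and unstimulated vehicle basal for full effect; nearly all actives have a fitted effect of over 55% in size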
#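 Cell line HEK293 (stable V1b), low serum overnight. Pretreatment: compound 30 min, 37C. EGF 25 nM, 5 min. Detection: SureFire AlphaScreen, 5 h RT. AC50 via standard Hill equation.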
# * marks the source's active call; other numbers are inactive results; ? = inconclusive; & = joins results of further samples; [ ] = remark or other dose. Potency is read from the fitted curve at half-maximal effect. A portion of the library, so the mix of outcomes need not match the whole.
# The first 4 compounds, to show the layout:
nr	ERK EGF block	SMILES
1	4%	Cc1cccc(C)c1NC(=O)CN(C)C(C)C(=O)Nc1ccccc1-c1ccccc1 (configuration not stated)
2	2%[57.5 µM]	CCn1c(SCC(=O)OC)nc2sc3c(c2c1=O)CC(C)(C)OC3
3	-13%	N=c1n(Cc2ccccc2)c2ccccc2n1Cc1ccccc1
4	7%	C=CCn1c(SCC(=O)c2ccc(OC)cc2)nnc1-c1ccc2c(c1)OCO2

# All compounds of this part, from the start:
nr	ERK EGF block	SMILES
1	4%	Cc1cccc(C)c1NC(=O)CN(C)C(C)C(=O)Nc1ccccc1-c1ccccc1 (configuration not stated)
2	2%[57.5 µM]	CCn1c(SCC(=O)OC)nc2sc3c(c2c1=O)CC(C)(C)OC3
3	-13%	N=c1n(Cc2ccccc2)c2ccccc2n1Cc1ccccc1
4	7%	C=CCn1c(SCC(=O)c2ccc(OC)cc2)nnc1-c1ccc2c(c1)OCO2
5	-1%	O=C(Nc1cccc(C(=O)O)c1)/C(=C\c1ccc2c(c1)OCO2)NC(=O)c1ccco1
6	11%[57.5 µM]	O=C(Nc1ccc(Cl)cc1)Nc1ccc(Oc2cccnc2)nc1
7	-4%	CC(C)OC(=O)CSc1nnc(-c2cnccn2)n1-c1ccccc1
8	10%	CC(C)=C1C2CCC1C1C(=O)N(c3nccs3)C(=O)C21 (configuration not stated)
9	0%	COc1ccc(-n2c(Cn3nc(C(F)(F)F)cc3C)n[nH]c2=S)cc1
10	-3%	Nc1c(C(=O)NCC2CCCO2)sc2nc3c(c(-c4ccco4)c12)CC/C3=C\c1ccco1 (configuration not stated)
11	2%	C/C(=N\NC(=O)c1ccccc1)c1cccc(Br)c1
12	-3%[57.5 µM]	CN1CCC(=C(c2ccc(Cl)cc2)c2ccccn2)CC1
13	-5%	CC(C)Cn1c(SCC(=O)N2CCc3ccccc3C2)nc2cc(Cl)ccc2c1=O
14	?	Cc1ccc(SC[C@H](c2ccccc2)N2CCN(CCc3ccccc3)CCC2=O)cc1
15	7%	Cn1c2ccccc2c(=O)c2c(=O)n(-c3ccccc3)c(C3CCCCC3)nc21
16	-17%[57.5 µM]	O=C(Nc1ccccc1)N1CCCN(Cc2c(F)cccc2Cl)CC1
17	-4%	O=C(NCCc1ccccn1)/C(=C/c1ccco1)NC(=O)c1ccccc1
18	-14%	Cc1ccc(S(=O)(=O)N(C)C)cc1NC(=O)CN1CCN(Cc2ccccc2)CC1
19	-28%[57.5 µM]	Cc1cc([N+](=O)[O-])nn1CCCC(=O)O
20	-1%	C/C(=N\NC(=O)COc1ccc(C(C)(C)C)cc1)c1ccc(OC(F)F)cc1

# An excerpt of these results, as labelled records.
[1] Cc1cccc(C)c1NC(=O)CN(C)C(C)C(=O)Nc1ccccc1-c1ccccc1 (configuration not stated)
  ERK EGF block: 4%

[2] CCn1c(SCC(=O)OC)nc2sc3c(c2c1=O)CC(C)(C)OC3
  ERK EGF block: 2%[57.5 µM]

[3] N=c1n(Cc2ccccc2)c2ccccc2n1Cc1ccccc1
  ERK EGF block: -13%

[4] C=CCn1c(SCC(=O)c2ccc(OC)cc2)nnc1-c1ccc2c(c1)OCO2
  ERK EGF block: 7%

# Four of these compounds in a different format:
nr	Molecule	ERK EGF block
12	CN1CCC(=C(c2ccc(Cl)cc2)c2ccccn2)CC1	-3%[57.5 µM]
13	CC(C)Cn1c(SCC(=O)N2CCc3ccccc3C2)nc2cc(Cl)ccc2c1=O	-5%
14	Cc1ccc(SC[C@H](c2ccccc2)N2CCN(CCc3ccccc3)CCC2=O)cc1	?
15	Cn1c2ccccc2c(=O)c2c(=O)n(-c3ccccc3)c(C3CCCCC3)nc21	7%

# Next section.
nr	ERK EGF block	SMILES
21	2%	Cc1ccc(Cn2c(=O)n(Cc3ccco3)c(=O)c3ccccc32)cc1
22	-7%	CC(=O)CC(=O)Nc1ncc(C(F)(F)F)cc1Cl
23	1%	Cc1ccc(NC(=O)CSc2ccccc2NC(=O)c2ccccc2)cc1Cl
24	-19%[57.5 µM]	O=C(c1cccc([N+](=O)[O-])c1)N1CCCC(C(=O)N2CCCCC2)C1 (configuration not stated)
25	0%[57.5 µM]	COc1ccc(OCC(O)CNC(=O)Nc2cc(F)ccc2C)cc1 (configuration not stated)
26	?	COc1ccc(-n2c(SCc3ccc([N+](=O)[O-])cc3)nnc2-c2ccccc2)cc1
27	3%	COC(=O)c1ccc(N2C(=O)Nc3ccccc3N2O)cc1
28	-6%	Cc1csc2ncnc(NCCc3ccccn3)c12
29	-13%[57.5 µM]	CCOC(=O)C1(CC2CCCCO2)CCN(C(=O)NCc2ccccc2)CC1 (configuration not stated)
30	-2%	Cc1[nH][nH]c(=O)c1C(c1c(C)[nH][nH]c1=O)c1cn(Cc2ccccc2Cl)c2ccccc12
31	-7%[57.5 µM]	CCc1ccc(/C=C2\Oc3c(ccc(O)c3CN3CCN(C)CC3)C2=O)cc1
32	8%	CCC1=NN(C(=O)Cc2ccc([N+](=O)[O-])cc2)C(O)(C(C)(C)C)C1 (configuration not stated)
33	3%	Cc1cc(C)n(C(=O)Cn2nc([N+](=O)[O-])cc2C)n1
34	7%&-10%	c1cc(CN2CCCCC2)cc(OCCCNc2nc3ccccc3s2)c1
35	-2%	OCCN1CCN(CC(O)COc2ccc(C34CC5CC(CC(C5)C3)C4)cc2)CC1 (configuration not stated)
36	4%[57.5 µM]	CCCC(NC(=S)NCC1CCCO1)C12CC3CC(CC(C3)C1)C2 (configuration not stated)
37	-6%	O=C(CC1S/C(=N/N=C/c2ccco2)NC1=O)Nc1cccc(Cl)c1Cl (configuration not stated)
38	13%	COCC(=O)N1CCC2(CCN(Cc3ccncc3)CC2)CC1
39	-6%	Cn1cc([N+](=O)[O-])c(C(=O)NNC(=O)c2ccc([N+](=O)[O-])cc2)n1
40	0%	COC(=O)[C@H](Cc1ccccc1)NC(=O)[C@H]1C[C@@H]1[C@H](NC(=O)OCc1ccccc1)c1ccccc1
41	?	COc1ccc(CCn2c(=O)[nH]c3cc(C(=O)N4CCN(c5ccccc5)CC4)ccc3c2=O)cc1OC
42	1%	O=C(Nc1cccn2ncnc12)c1cccc(C(F)(F)F)c1
43	2%	COc1ccc(-c2cnc(N)n2C)cc1
44	8%	Cc1cc(OCCn2ccnc2)ccc1C(C)C
45	-8%[57.5 µM]	Fc1ccccc1C1CCN(Cc2nc(COc3ccccc3)no2)C1 (configuration not stated)
46	-4%[57.5 µM]	COc1cccc(OCCn2cccc2/C=C2/C(=N)N3OC(C)=CC3=NC2=O)c1
47	10%	COc1cccc(-n2nnnc2SCC(=O)Nc2nc3c(s2)CCCC3)c1
48	-2%	COc1cccc2c(Cl)c(CC=C(Cl)Cl)c(C)nc12
49	1%[57.5 µM]	C=CCn1nc2n(c1=O)-c1ccccc1SC2
50	1%[57.5 µM]	CCCN(c1ccc(C(=O)OC)cc1)S(=O)(=O)c1ccccc1
51	-9%	O=C1CSCN1c1ccc(Cl)c(Cl)c1
52	0%[57.5 µM]	COc1ccc2c(CCNC(N)=S)c[nH]c2c1
53	14%	CCOC(=O)c1nnn(CC(=O)N2N=C(c3ccccc3)CC2c2ccccc2)c1C(=O)OCC (configuration not stated)
54	5%	C=CCNC(=O)CC(=O)N/N=C/c1cccc(C)c1
55	3%	COc1ccc(C2C(C(=O)OC3CCCCC3)=C(C)Nc3nnnn32)c(OC)c1OC (configuration not stated)
56	-8%	O=C(O)CCSc1nnc(CNc2ccc(Cl)cc2)n1Cc1ccccc1
57	-4%	CCN1CCN(Cc2c(O)ccc3c2O/C(=C\c2ccccc2)C3=O)CC1
58	-13%[57.5 µM]	CCOC(=O)C1C(c2ccc(Cl)cc2)NC(=S)NC1(O)C(F)(F)F (configuration not stated)
59	7%	Cc1ccc(S(=O)(=O)/N=C2/NC(=O)/C(=C/c3ccccc3)S2)cc1
60	4%	CN(C)c1ccc(S(=O)(=O)NCC(=O)OCC(=O)Nc2cccc(Cl)c2)cc1[N+](=O)[O-]
61	-7%	NC(=O)COC(=O)CC(c1ccccc1)c1ccccc1
62	-6%	CCN(CC)c1ccc(/C=N/OCC(=O)Nc2cccc(C)c2)cc1
63	-5%	COc1cc2c(cc1NC(=O)c1cccc(F)c1)CCCC2
64	-3%	C/C(=C\c1ccccc1)C(=O)NCCCn1ccnc1
65	2%	CS(=O)(=O)N1N=C(c2cccs2)CC1c1ccco1 (configuration not stated)
66	-6%[57.5 µM]	CC(C)(C)c1cccc(P(=O)(c2ccccc2)c2ccccc2)c1O
67	1%	O=C(Cn1cc([N+](=O)[O-])cn1)N1N=C(C(F)F)CC1(O)C(F)F (configuration not stated)
68	-3%	Cc1ccc(NC(=S)N(CCN(C)C)Cc2cccs2)c(C)c1
69	-2%	CCCn1c(-c2ccc(F)cc2)nc2c(N3CCN(Cc4nc(OC)cc(OC)n4)CC3)nc(C)nc21
70	-1%[57.5 µM]	COC(=O)[C@@H]1[C@@H](C)N(Cc2ccccc2)C(=O)N[C@H]1c1cccc(C(F)(F)F)c1
71	-6%	CCCc1cc(N2CCC(C(N)=O)CC2)nc(-c2ccccc2)n1
72	-6%	CCOC(=O)c1sc(NC(=O)CC)c(C#N)c1C
73	3%	C=CCOC(=O)c1sc(NC(=O)c2ccc(OC)cc2)nc1C
74	11%[57.5 µM]	CC1Cc2ccccc2N1S(=O)(=O)c1cccc(C(=O)N2CC(=O)Nc3ccccc32)c1 (configuration not stated)
75	-2%[57.5 µM]	O=C(Cc1n[nH]c(=O)c2ccccc12)Nc1cccc(S(=O)(=O)N2CCCC2)c1
76	-1%	CNNC(=O)C(=O)NNS(=O)(=O)c1ccccc1
77	12%	N/C(=N\OC(=O)COc1ccc(Cl)cc1)c1cccnc1
78	-4%[57.5 µM]	C=CCOc1ccc2c(c1)c(=O)cc(C(=O)O)n2CC
79	4%	CCc1nc(SCc2ccc([N+](=O)[O-])cc2)n[nH]1
80	2%	COc1cc(NC(=O)C2CCCO2)c(OC)cc1Cl (configuration not stated)

# Arranged by formula weight (descending): 3 of the compounds above.
nr	ERK EGF block	SMILES
46	-4%[57.5 µM]	COc1cccc(OCCn2cccc2/C=C2/C(=N)N3OC(C)=CC3=NC2=O)c1
34	7%&-10%	c1cc(CN2CCCCC2)cc(OCCCNc2nc3ccccc3s2)c1
50	1%[57.5 µM]	CCCN(c1ccc(C(=O)OC)cc1)S(=O)(=O)c1ccccc1

# New compounds follow
nr	ERK EGF block	SMILES
81	-4%	CC(C)CNC(=O)COC(=O)c1ccccc1SCC(=O)NCC(C)C
82	-2%	O=C(CSCc1ccco1)NC1CCCC1
83	?	COc1ccccc1NS(=O)(=O)c1cccc(NC(=O)Nc2ccccc2)c1
84	-7%[57.5 µM]	CCn1c(SCC(=O)c2ccccc2)nc2sc3c(c2c1=O)CCN(C)C3
85	-5%[57.5 µM]	CCSc1nnc(COc2ccccc2)n1CC
86	-1%	CC1(C)C2CCC1(C)C1(C2)NC(=O)c2ccccc2O1 (configuration not stated)
87	-3%	CC(C)c1ccc(/C=C(\c2nc3ccccc3[nH]2)S(=O)(=O)c2ccccc2)cc1
88	-7%[57.5 µM]	Cc1ccc2nc(SCC(=O)N(CC(C)C)c3c(N)n(Cc4ccccc4)c(=O)[nH]c3=O)[nH]c2c1
89	9%	CCOc1ccc(C(=O)/C=C/Nc2ccc(S(=O)(=O)Nc3onc(C)c3C)cc2)cc1
90	-16%	Cn1c(CSCc2ccccc2)nnc1SCC(=O)Nc1ccc(C(=O)O)cc1
91	-8%	COC(=O)c1cc(OC)c(OC)cc1NC(=O)c1cc(OC)cc(OC)c1
92	0%	O=C(NCc1ccccc1)Oc1cccc(Cl)c1
93	-5%&-2%	N[C@@H](C(=O)O)c1ccc(C(=O)O)cc1
94	-9%	N#CCSc1nnc(CNc2ccc(F)cc2)o1
95	-10%	CCC(=O)NC(=S)Nc1cccc(Cl)c1N1CCCC1
96	2%	O=C(COc1ccc(/C=N/NC(=O)c2ccc(O)cc2)cc1)Nc1ccc([N+](=O)[O-])cc1
97	3%[57.5 µM]	Oc1ccccc1Nc1ccccn1
98	8%	CCCn1c(C)nc2c(NCCCN(CCO)CCO)nc(C)nc21
99	7%[57.5 µM]	CC(=O)NC(=S)Nc1ccc(NC(=S)NC(=O)c2ccc([N+](=O)[O-])cc2)cc1
100	-4%	NC(=O)CC[C@H](NC(=O)c1ccc(F)cc1)C(=O)OCC(=O)NCc1ccc(F)cc1
101	-3%	Cc1cccn2c(=O)c(C=O)c(N3CC(C)OC(C)C3)nc12 (configuration not stated)
